Y pestis TopoI: Yersinia pestis topoisomerase I inhibitors, primary screen, biochemical, cleavage product accumulation, plate reader, single point; Y. pestis Topo-I cleavage product accumulation; activity, % at 10 µM; actives 0.064% (n = 360,000); DNA topoisomerase I (Yersinia pestis CO92); in the data active = activity above about 50%, passing the limit was not always enough; inconclusive = no clear call, values can overlap the other calls; also: inactives centre near 2
PriA SSB inh: inhibitors of Klebsiella pneumoniae PriA binding to SSB C-terminal tail, primary screen, biochemical, AlphaScreen. inhibition, % at 33 µM. AID 1272365, 2023. AlphaScreen SSBct-PriA binding, biotinylated peptide. actives 0.6% (n = 430,000). PriA–SSB C-terminal tail interaction (Klebsiella pneumoniae); in the data active = inhibition mostly above about 37%, no sharp cut-off; inactive = mostly below about 20%;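 also: plate controls were negative control peptide for no effect and reference peptide for full effect; strong numbers were not always called active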
PfHsp40 rescue: rescue of yeast from PfHsp40 toxicity, primary screen, S. cerevisiae, ATP luminescence | S. cerevisiae expressing PfHsp40, growth rescue | growth rescue, % at 12.5 µM | actives 0.68% (n = 340,000); in the data active = growth rescue above about 28%, passing the limit was not always enough; inconclusive = no clear call, values can overlap the other calls;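 also: yeast W303a lacking pdr1 and pdr3 grown in galactose medium; growth measured after three days at 30 °C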
TcdB GH inh: TcdB glycohydrolase inhibitors, primary screen, biochemical, single point, plate reader | Toxin B (Clostridioides difficile), P18177 | TcdB glycohydrolase enzymatic assay | inhibition, % at 9.99 µM | actives 0.24% (n = 350,000) | AID 652162, 2013; in the data active = inhibition above about 10%
BH1578 lux ind: inducers of Vibrio cholerae quorum light production without autoinducers, primary screen, BH1578 luxS cqsA deficient, single point; V. cholerae BH1578 lux reporter, luminescence, 6 h; activation, % at 18.7 µM; actives 0.16% (n = 350,000); AID 588436, 2011; in the data active = activation mostly above about 9.7%, no sharp cut-off; inconclusive = no clear call, values can overlap the other calls; inactive = mostly below about 3.7%; also: not every result past the cut was called active; inactives centre near 0; reference of the scale not given here
MazEF act: activators of E. coli MazEF toxin-antitoxin RNase, primary screen, biochemical, fluorescence, uHTS; Endoribonuclease toxin MazF (Escherichia coli (strain K12)), P0AE70; FAM/BHQ RNA-DNA oligo cleavage fluorescence, 5 h; activation, % at 20 µM; actives 0.32% (n = 350,000); AID 504720, 2011; in the data active = activation above about 50%
Target sequence (P0AE70 whole entry, looked up): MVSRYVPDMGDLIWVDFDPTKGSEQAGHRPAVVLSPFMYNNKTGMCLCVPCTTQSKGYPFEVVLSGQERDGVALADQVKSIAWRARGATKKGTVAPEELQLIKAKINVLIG
Rv3671c protease: Rv3671c serine protease inhibitors, primary screen, biochemical, fluorescence polarization, M. tuberculosis H37Rv; P9WHR9; inhibition, % at 5.96 µM; actives 0.048% (n = 320,000); AID 2606, 2010; in the data active = inhibition above about 38%;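 also: extracellular domain of Rv3671c used as enzyme; 0% = enzyme with DMSO and 100% = no enzyme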
VHR inh abs: VHR1 phosphatase inhibitors, primary screen, biochemical, absorbance, uHTS | recombinant VHR phosphatase, pNPP absorbance | inhibition, % at 13.3 µM | actives 0.52% (n = 290,000) | AID 1654, 2009; in the data active = inhibition above about 50%; also: some compounds called inactive have numbers as strong as hits
Target sequence (P51452 whole entry, looked up): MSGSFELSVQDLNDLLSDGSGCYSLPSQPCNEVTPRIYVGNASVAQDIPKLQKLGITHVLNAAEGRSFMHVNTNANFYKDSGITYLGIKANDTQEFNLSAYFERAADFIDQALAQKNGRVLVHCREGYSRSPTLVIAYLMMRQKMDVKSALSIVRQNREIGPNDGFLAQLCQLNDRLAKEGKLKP
SARS 3CLpro inh: SARS-CoV 3CLpro protease inhibitors, primary screen, biochemical, quenched FRET. Replicase polyprotein 1ab (Severe acute respiratory syndrome coronavirus), P0C6X7. recombinant SARS-CoV 3CLpro, quenched FRET peptide cleavage. inhibition, % at 6 µM. actives 0.14% (n = 290,000). AID 1706, 2009; in the data active = inhibition above about 12%
Anthrax LF inh2: Bacillus anthracis LF protease inhibitors, primary screen, biochemical, multiplex microsphere, MLPCN library. AID 588501, 2011. actives 0.12% (n = 360,000). inhibition, % at 10 µM. multiplex microsphere protease cleavage assay. Lethal factor (Bacillus anthracis), P15917; in the data active = inhibition above about 30%; inconclusive = no clear call, values can overlap the other calls; also: plate controls were buffer without enzyme for full effect and enzyme alone for no effect
Target sequence (P15917 whole entry, looked up): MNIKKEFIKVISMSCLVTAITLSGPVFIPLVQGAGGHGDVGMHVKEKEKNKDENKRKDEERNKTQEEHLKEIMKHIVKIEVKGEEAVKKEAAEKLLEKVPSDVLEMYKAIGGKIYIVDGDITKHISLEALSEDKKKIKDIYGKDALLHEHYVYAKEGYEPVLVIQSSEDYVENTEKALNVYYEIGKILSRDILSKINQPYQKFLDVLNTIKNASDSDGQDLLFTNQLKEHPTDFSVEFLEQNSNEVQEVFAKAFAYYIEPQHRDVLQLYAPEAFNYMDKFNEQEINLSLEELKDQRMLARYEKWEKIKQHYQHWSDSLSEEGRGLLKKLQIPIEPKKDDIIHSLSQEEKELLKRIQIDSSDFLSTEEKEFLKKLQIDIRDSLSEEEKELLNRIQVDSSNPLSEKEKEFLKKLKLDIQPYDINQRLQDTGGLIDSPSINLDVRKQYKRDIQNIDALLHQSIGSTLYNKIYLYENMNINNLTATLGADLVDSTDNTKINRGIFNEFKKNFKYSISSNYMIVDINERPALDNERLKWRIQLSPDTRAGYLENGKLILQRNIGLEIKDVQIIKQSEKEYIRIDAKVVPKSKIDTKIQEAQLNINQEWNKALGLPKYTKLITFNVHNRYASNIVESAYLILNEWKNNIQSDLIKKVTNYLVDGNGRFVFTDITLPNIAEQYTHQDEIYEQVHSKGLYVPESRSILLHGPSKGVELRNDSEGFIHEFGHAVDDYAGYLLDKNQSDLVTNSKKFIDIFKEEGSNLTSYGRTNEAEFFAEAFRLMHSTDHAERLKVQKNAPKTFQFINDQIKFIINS
An asterisk follows results filed as active; i = inactive; u = inconclusive; x = not tested or not shown. Only part of the results is shown, so the mix of outcomes need not match the whole.

SMILES	Y pestis TopoI	PriA SSB inh	PfHsp40 rescue	TcdB GH inh	BH1578 lux ind	MazEF act	Rv3671c protease	VHR inh abs	SARS 3CLpro inh	Anthrax LF inh2
COc1ncnc2c1ncn2CCCNCC(c1ccccc1)c1ccccc1	-3	x	x	0.3	-0.4	1	x	x	x	6
Oc1[nH]c(N=C2N=c3ccccc3=N2)c2ccccc12	-10	12	-2.7	2.3	8.3	56*	-7	32	0	-4
O=C1NN=C2CCCCCCCCCCC12 (stereo not given)	-1	x	x	2.9	i	2	x	x	x	-2
COc1ccc(CCNC(=O)C2CC(c3ccccc3[N+](=O)[O-])=NO2)cc1 (stereo not given)	0	12	-1.6	1.8	-1.2	6	-4	9	-4	-8
Cc1ccc(S(=O)(=O)/N=C2\C(=O)c3ccccc3C([O-])=C2n2cc[n+](CCC(C)C)c2)cc1	-10	x	-1.1	x	-0.9	-3	-30	42	0	0
CN(C)S(=O)(=O)n1cc(/C=C(\NC(=O)c2ccccc2)C(=O)NCCCN2CCOCC2)c2ccccc21	-16	-1	-0.4	2.8	i	-1	-1	-10	4	-3
COc1ccc(C(=O)N(C)C(C)c2nccs2)cc1OC1CCN(C(C)=O)CC1 (stereo not given)	9	x	x	-9.9	0.8	3	x	x	x	-2
c1ccc(-c2nc(-c3cccnc3)cs2)cc1	11	-14	4.3	0.6	1.6	-2	x	24	5	-8
CCc1ccccc1S(=O)(=O)Cc1ccc(C(=O)NCc2ccc3c(c2)OCO3)o1	12	-1	1.9	2.1	i	-1	0	11	2	-3
COC(=O)C1CCN(C(=O)COC(=O)c2oc3ccccc3c2C)CC1	9	-11	0.5	2.2	i	6	6	x	x	-4
CN(CC(=O)Nc1cccc(F)c1)CC(=O)N1CCc2ccccc21	13	-13	0.5	-0.1	i	-6	-1	x	x	-3
COC(C[C@@H]1O[C@@H]1C(=O)[C@H](C)OCc1ccccc1)OC	9	-4	-1.1	-0.4	i	6	-9	x	x	-2
Cc1cc(C)c(S(=O)(=O)Nc2cccc(/C=C/C(=O)O)c2)c(C)c1	2	7	-0.9	x	-0.3	-4	-9	2	7	-1
COc1cccc(CN2CC(C(=O)NCCOc3cccnc3)CCC2=O)c1 (stereo not given)	-2	-10	2.7	0.7	i	-19	-6	-19	0	0
COc1ccc(C(C)(C)C)cc1NC(=O)Nc1ccc2c(c1)OCO2	-22	32	15	x	i	9	5	13	10	-2
CCOC(=O)c1c(CN2CCCCC2)n(C)c2cc(Br)c(O)c(CN(C)C)c12	-1	-1	0.1	x	-0.2	13	2	9	-8	-3
O=C(Nc1ccccc1NC(=O)NC1CCCCC1)NC1CCCCC1	10	1	0.6	x	-0.2	1	-2	6	2	-2
O=C(O)CC(CNS(=O)(=O)c1cccc2nsnc12)c1ccccc1 (stereo not given)	0	-14	-0.2	1.4	i	1	4	-9	3	1
COc1ccc(NC(=S)NC2CCS(=O)(=O)C2)cc1 (stereo not given)	9	-7	0.5	x	-0.4	3	7	-7	-1	-1
Cc1ccc(-c2c3c([nH]c(=S)c2C#N)CCCC3)o1	0	-18	1.1	x	-1.9	88*	-2	-4	-3	0
O=C(N/N=C/c1cc(O)ccc1[N+](=O)[O-])c1ccc2c(c1)OCCO2	-5	i	1.1	0.7	-0.2	11	-2	4	4	-2
COc1ccc(N2CCN(C(CNC(=O)Oc3ccccc3)c3cccnc3)CC2)cc1 (stereo not given)	-15	11	0.3	x	-7.1	8	3	17	3	-5
CN(C)c1ccc(/C=N/NC(=O)CCC(=O)NCc2ccccc2)cc1	-3	x	1.5	x	-0.2	-1	-1	-2	-3	0
O=C1CCCC(=O)N1c1ccc(NCCOCCO)c([N+](=O)[O-])c1	1	-7	0.8	-0.3	2.2	-37	-6	10	-5	-2
COc1ccc(S(=O)(=O)N2CCCC(C(=O)NC3CCCCC3)C2)cc1 (stereo not given)	-6	-7	-1.4	x	-4.8	-3	1	28	0	-1

More records
SMILES	Y pestis TopoI	PriA SSB inh	PfHsp40 rescue	TcdB GH inh	BH1578 lux ind	MazEF act	Rv3671c protease	VHR inh abs	SARS 3CLpro inh	Anthrax LF inh2
O=C(NCCc1ccccc1)c1ccc2nc(N3CCOCC3)sc2c1	8	-9	-0.9	0.4	-0.3	6	6	6	3	-6
CN(C)C=Nc1nonc1-c1ccc(Cl)cc1	-3	-10	0.7	-2.3	0.9	-1	-2	32	-2	-7
COCCN(C(=O)c1cc(-c2ccncc2)nc2ccccc12)c1c(N)n(CC(C)C)c(=O)[nH]c1=O	3	2	-0.5	1.3	i	-4	0	x	x	-3
O=C(NCC1COc2ccccc2O1)C1CCN(S(=O)(=O)c2ccc(Cl)cc2)CC1 (stereo not given)	26	4	2.7	0.6	-0.4	0	-1	x	x	-1
O=C(CN(Cc1ccc(F)cc1)C(=O)Cn1nnc2ccccc21)NCC1CCCO1 (stereo not given)	-2	-5	0.1	x	-8.3	0	5	31	7	0
CC(=O)c1cccc(NS(=O)(=O)c2cc(OCC(N)=O)c(C)cc2Cl)c1	-1	-11	1.0	x	i	6	1	19	3	-2
CCn1c(SCC(=O)c2ccc3c(c2)OCCO3)nnc1-c1ccco1	-2	1	0.0	x	0.2	3	-7	8	5	-2
CCCCCn1c(=O)c(C(=O)NCc2ccncc2)c(O)c2ccccc21	20	-5	u	x	-0.1	-4	-5	-4	0	-2
COc1ccc2oc(C(=O)OC/C(O)=C(\C#N)c3nc4ccccc4[nH]3)c(C)c2c1	1	-6	-0.7	1.2	-0.4	-10	3	7	-2	-1
COC(Cc1n[nH]c(=S)n1-c1ccccc1)OC	-5	-7	-1.2	x	2.3	4	5	10	-7	1
CCC(C)(C)C1CCC2(CC1)NC(=O)N(CC(=O)NCCc1c[nH]c3ccccc13)C2=O (stereo not given)	-1	-15	-1.3	0.3	0.8	0	2	x	x	-3
Cc1nn(-c2ccccc2)c(Cl)c1C(=O)OC(C)C(=O)NC(=O)NC1CCCCC1 (stereo not given)	-1	-4	1.7	x	-1.4	-3	2	4	7	-1
COc1ccc(C(C(=O)NCc2ccccc2)N(C(=O)c2snc(C(N)=O)c2N)C2CCCC2)cc1O (stereo not given)	13	12	0.8	1.8	-6.9	8	-4	18	-6	-16
CC(C)=NNc1nc2sc3c(c2c(=O)[nH]1)CC(C)(C)OC3	7	-7	0.0	x	i	-42	2	-5	-9	-1
CCn1c(-c2ccccc2Cl)nn(CC(=O)Nc2ccc(OC)cc2)c1=S	7	-4	2.3	x	-0.2	3	5	21	-2	1
O=C(Cn1c(=O)n(-c2ccc(F)cc2)c(=O)c2sccc21)N1CCCC1	-2	-5	-0.1	1.2	i	-7	-10	18	-7	-5
CC1=CC(C)(C)N(C(=O)CSc2nccn2C)c2cc(C)ccc21	4	-4	0.0	x	0.7	0	-5	2	2	-5
Clc1ccc(CN2CCN(c3ncccn3)CC2)c(Cl)c1	10	-28	1.2	0.9	-0.3	0	1	23	2	5
N/C(Cc1ccc([N+](=O)[O-])cc1)=N\OC(=O)C1CCCCC1	7	x	1.1	0.5	-0.4	0	6	-9	5	-2
CC(C)N(CCC(=O)c1ccc2ccccc2c1)Cc1ccccc1	27	-15	0.2	1.7	-0.4	-7	0	x	x	-6
CC(NC(=O)CSc1nnc(-c2cc3cc(Cl)ccc3o2)n1C)c1ccccc1 (stereo not given)	2	-9	1.0	x	-2.9	6	-7	13	-1	-1
Cc1nc(N)ncc1Sc1ccccc1	7	-6	-0.6	1.6	i	-3	-2	3	-3	7
Cn1c(=O)[nH]c(=O)c2[nH]c(CO)nc21	2	-9	-0.1	0.7	i	9	x	x	x	0
Oc1ccccc1CNCc1ccccc1	8	-2	0.4	1.8	0.6	8	5	-23	4	-6
Cc1cc2cc(CN(Cc3nnnn3C3CCCCC3)CC3CCCO3)c(=O)[nH]c2cc1C (stereo not given)	31	12	-1.2	0.5	i	1	3	6	-5	-2

Other entries follow.
SMILES	Y pestis TopoI	PriA SSB inh	PfHsp40 rescue	TcdB GH inh	BH1578 lux ind	MazEF act	Rv3671c protease	VHR inh abs	SARS 3CLpro inh	Anthrax LF inh2
Cc1ccccc1CSCC(=O)Nc1ccccc1F	11	-28	1.2	1.2	0.3	6	-7	-10	-1	-10
CC[C@@H]1CCCCc2ccccc2[C@H](C(=O)C[C@@H](O)CC(C)=O)OC1=O	-7	-5	-0.3	-0.4	4.0	-3	4	x	x	-8
CCc1ccccc1NC(=O)NCc1ccccn1	-4	-27	-0.2	-4.0	0.0	1	-4	-2	3	-3
Cc1cc(C)c2c(=O)[nH]c(SCC(=O)N3CCOCC3)nc2n1	2	-9	0.8	1.8	i	-2	1	26	4	-1
CC1(NC(=O)c2cccc(S(=O)(=O)N3CCCc4ccccc43)c2)CCS(=O)(=O)C1 (stereo not given)	0	-18	0.4	2.5	2.9	-5	x	x	x	0
C/C(CC(=O)c1ccccc1)=N\NC(=O)CC#N	7	x	-0.8	1.0	-1.6	-4	-2	-7	-1	-7
CN(C)C(CNC(=O)c1ccc(Br)cc1)c1ccco1 (stereo not given)	-4	-1	0.2	0.6	i	8	-1	x	1	2
O=C(Nc1ccc(F)cc1F)NC1CCCCCCC1	10	-15	1.1	-0.4	i	-3	x	19	3	-1
CCN(CC)P(=O)(/C(Cl)=C\Nc1c(C)n(C)n(-c2ccccc2)c1=O)N(CC)CC	2	-21	-0.4	x	i	2	-1	18	6	1
O=C(C1CCN(S(=O)(=O)N2CCCCC2)CC1)N1CCCCC1	-2	2	1.4	x	-0.1	-6	4	-8	2	6
c1ccc(-c2oc3ncnc(NCCCn4ccnc4)c3c2-c2ccccc2)cc1	1	38	2.2	1.3	i	-6	-1	2	0	-11
Cc1cc(C)nc(N/N=C/c2ccc(N3CCOCC3)cc2)n1	6	x	0.6	1.9	i	1	2	21	-5	-2
COc1ccc2ccc3cccc[n+]3c2c1	-19	-4	-0.9	0.8	-0.3	-3	x	x	x	-1
O=C(NN1CCOCC1)c1ccc(S(=O)(=O)N2CCCCC2)cc1	4	-8	-0.5	1.0	0.3	4	-4	15	-2	3
CN1CCC(N(C)C(=O)c2ccc(Cl)c(S(=O)(=O)N3CCc4ccccc43)c2)CC1	6	-2	-0.3	0.5	0.9	8	6	x	x	-9
O=S(=O)(Nc1nccs1)c1ccc(Br)cc1	4	-2	-0.6	1.6	-0.8	-6	2	10	1	-7
O=c1/c(=C\c2ccc3c(c2)OCO3)sc2n1CCCN=2	3	x	-1.1	x	-0.6	5	-5	19	-2	3
Nc1nc2nonc2nc1N	0	-5	x	-2.1	i	4	1	25	0	-10

A second format for part of the listing above:
molecule,Y pestis TopoI,PriA SSB inh,PfHsp40 rescue,TcdB GH inh,BH1578 lux ind,MazEF act,Rv3671c protease,VHR inh abs,SARS 3CLpro inh,Anthrax LF inh2
CC1(NC(=O)c2cccc(S(=O)(=O)N3CCCc4ccccc43)c2)CCS(=O)(=O)C1 (stereo not given),0,-18,0.4,2.5,2.9,-5,x,x,x,0
C/C(CC(=O)c1ccccc1)=N\NC(=O)CC#N,7,x,-0.8,1.0,-1.6,-4,-2,-7,-1,-7
CN(C)C(CNC(=O)c1ccc(Br)cc1)c1ccco1 (stereo not given),-4,-1,0.2,0.6,i,8,-1,x,1,2
O=C(Nc1ccc(F)cc1F)NC1CCCCCCC1,10,-15,1.1,-0.4,i,-3,x,19,3,-1
